NS5 inhibitors: Dengue-2 NS5 methyltransferase inhibitors, primary screen, biochemical, confirmation dose response (AID 588689); Dengue-2 NS5 methyltransferase capping enzyme assay, biochemical; higher % means a stronger effect; inhibition, % at 25 µM; hits with a dose series show IC50 in µM; hit rate 0.3% among 340,000; in the data active means a potency from the dose series
LYP inhibition: PTPN22 lymphoid phosphatase activity blockers – biochemical, fluorescence intensity, uHTS (AID 1779). inhibition, % at 11.5 µM; hits with a dose series show IC50 in µM. recombinant LYP phosphatase, fluorescence intensity; higher % means a stronger effect. hit rate 0.054% among 290,000; in the data active means inhibition above about 50%;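 further: plate controls were vehicle with enzyme for no effect and no enzyme for full effect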
Large T inhibition: TAg ATPase/helicase activity blockers – biochemical (AID 1903) | SV40 large T antigen ATPase/helicase inhibition assay; higher % means a stronger effect | one-dose inhibition, % at 20 µM; IC50 in µM for titrated hits | hit rate 0.39% among 310,000; in the data active means a potency from the dose series; further: strong numbers were not always called active
HIV fusion peptide: inhibitors of HIV fusion peptide binding, primary screen, biochemical, uHTS, fluorescence dequenching (AID 1986). cell-free peptide binding, fluorescence dequenching, 30 min; higher % means a stronger effect. inhibition, % at 20 µM, or IC50 in µM where a hit was titrated. hit rate 0.3% among 290,000; in the data active means inhibition mostly above about 52%, no sharp cut-off; inactive means mostly below about 76%; further: some results filed as inactive read as strong as hits
MgcRacGAP inhibition: MgcRacGAP GTPase-activating activity inhibitors, confirmation, biochemical, ADP Hunter fluorescence | MgcRacGAP-stimulated Rac1 GTP hydrolysis, ADP Hunter fluorescence; higher % means a stronger effect; GST-tagged Rac1 F28L mutant substrate | one-dose inhibition, % at 30 µM; IC50 in µM for titrated hits | hit rate 0.6% among 340,000 | AID 624330;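 active means first-screen hits whose inhibition reached a set limit at any dose in the follow-up dose series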;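 further: fluorescence reports GDP produced by GAP-driven GTP hydrolysis; strong numbers were not always called active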
RSV antiviral HEp-2: inhibition of RSV-induced cytopathic effect – HEp-2 cells, primary 10 µM value included (AID 2391) | HEp-2 cells, RSV-induced CPE inhibition; higher % means a stronger effect | CPE inhibition, % at 10 µM; hits with a dose series show IC50 in µM | hit rate 0.13% among 310,000; in the data active means a potency from the dose series; further: strong numbers were not always called active
XIAP antagonists: XIAP antagonists, biochemical, IAP family, fluorescence polarization (AID 1018) | XIAP BIR domain, fluorescence polarization peptide displacement; higher % means a stronger effect | hit rate 0.007% among 200,000 | displacement, % at 20 µM; hits with a dose series show IC50 in µM; in the data active means displacement above about 50%; further: a part of the inactive calls stands beside numbers as strong as those of hits
Siah-1 displacement: Siah-1 peptide-binding antagonists, primary screen, biochemical, fluorescence polarization, rhodamine-plectin, uHTS (AID 1817); one-dose displacement, % at 20 µM; IC50 in µM for titrated hits; hit rate 0.02% among 290,000; Siah-1 / rhodamine-plectin peptide fluorescence polarization; higher % means a stronger effect;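 active means displacement of at least 50% at 20 µM, with a fluorescence ratio check between 0.3 and a set limit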;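 further: plate controls were Siah plus tracer with DMSO for no effect and tracer alone without Siah for full effect; strong numbers were not always called active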
AID2073: inhibitors of Mint1-CaV2.2 protein interaction, biochemical, HTRF (AID 2073); HTRF protein-protein interaction, Mint1-CaV2.2; higher % means a stronger effect; hit rate 0.19% among 290,000; one-dose inhibition, % at 20 µM; IC50 in µM for titrated hits; in the data active means inhibition mostly above about 51%, no sharp cut-off; further: some results filed as inactive read as strong as hits
Active calls of the source: *.

Screening Cc1cc(C(=O)O)c(CCCN)s1 returned NS5 inhibitors 3%, LYP inhibition -9%, Large T inhibition 7%, HIV fusion peptide -1.1%, MgcRacGAP inhibition -1%, RSV antiviral HEp-2 1.0%, XIAP antagonists 4.8%, Siah-1 displacement 0% and AID2073 4%.
`OCC(O)C1OC(Nc2ccc(Br)cc2)C(O)C1O` (configuration not stated) gave NS5 inhibitors -9%, LYP inhibition -5%, HIV fusion peptide 1.1%, MgcRacGAP inhibition 6%, RSV antiviral HEp-2 -0.9%, XIAP antagonists -3.0%, Siah-1 displacement 6% and AID2073 8%.
`CCN(C(=O)CN1CCN(c2ccc(OC)cc2)CC1)c1c(N)n(Cc2ccccc2)c(=O)[nH]c1=O` gave NS5 inhibitors -2%, LYP inhibition -4%, Large T inhibition 21%, HIV fusion peptide -1.3%, MgcRacGAP inhibition 14%, RSV antiviral HEp-2 1.1%, XIAP antagonists 0.7%, Siah-1 displacement -2% and AID2073 -2%.
`Cc1ccc(OCC(=O)c2cc(C)n(C3CC3)c2C)c([N+](=O)[O-])n1` gave NS5 inhibitors -1%, LYP inhibition -10%, Large T inhibition 12%, HIV fusion peptide 25%, MgcRacGAP inhibition 4%, RSV antiviral HEp-2 3.2%, XIAP antagonists -1.0%, Siah-1 displacement 6% and AID2073 -20%.
`Cc1cc(NC(=O)/C=C/c2ccccc2Cl)no1` gave NS5 inhibitors -7%, LYP inhibition -9%, Large T inhibition 14%, HIV fusion peptide 0.2%, MgcRacGAP inhibition 5%, RSV antiviral HEp-2 0.8%, XIAP antagonists -1.8%, Siah-1 displacement 16% and AID2073 9%.
For CC(C)OCCCNCC(O)c1ccccc1 (configuration not stated) the results were NS5 inhibitors -11%, LYP inhibition -14%, Large T inhibition 16%, HIV fusion peptide 4.3%, MgcRacGAP inhibition 23%, RSV antiviral HEp-2 0.8%, XIAP antagonists -4.4%, Siah-1 displacement 1% and AID2073 -4%.
O=C(CSc1ccc(-c2cccc([N+](=O)[O-])c2)nn1)NC1CCCC1 was read as NS5 inhibitors 4%, LYP inhibition 0%, Large T inhibition -4%, HIV fusion peptide 0.7%, MgcRacGAP inhibition 4%, RSV antiviral HEp-2 1.3%, XIAP antagonists -7.0%, Siah-1 displacement 5% and AID2073 5%.
For CC(C)(C)CN1C(N)=NC[C@@H]1Cc1ccccc1 the results were NS5 inhibitors 2%, Large T inhibition 19%, MgcRacGAP inhibition 8% and RSV antiviral HEp-2 0.4%.
Screening CCCNC(=O)c1ccc(OC)cc1OC returned NS5 inhibitors -4%, LYP inhibition -8%, Large T inhibition 4%, HIV fusion peptide 1.1%, MgcRacGAP inhibition -2%, RSV antiviral HEp-2 1.5%, XIAP antagonists 0.6%, Siah-1 displacement 2% and AID2073 -10%.
`CCc1cccc(C)c1N1C(=O)CN(Cc2ccccc2)C1=S` gave NS5 inhibitors -8%, LYP inhibition -4%, Large T inhibition 7%, HIV fusion peptide -0.4%, MgcRacGAP inhibition -14%, RSV antiviral HEp-2 8.0%, Siah-1 displacement 7% and AID2073 -8%.
Screening O=C(Cn1cccc1C(=O)c1ccccc1)NCc1ccccc1 returned NS5 inhibitors 8%, LYP inhibition -13%, Large T inhibition 23%, HIV fusion peptide -3.2%, MgcRacGAP inhibition -7%, RSV antiviral HEp-2 0.2%, XIAP antagonists -5.5%, Siah-1 displacement 1% and AID2073 3%.
For CCCCNC(=O)C1CCCN1S(=O)(=O)c1cccc2nsnc12 (configuration not stated) the results were NS5 inhibitors -12%, LYP inhibition -7%, Large T inhibition 3%, HIV fusion peptide -2.1%, MgcRacGAP inhibition 4%, RSV antiviral HEp-2 1.3%, Siah-1 displacement -6% and AID2073 2%.
For CCCn1c(C(C)C)n[nH]c1=S the results were NS5 inhibitors -2%, LYP inhibition -8%, Large T inhibition 8%, HIV fusion peptide -1.5%, MgcRacGAP inhibition 11%, RSV antiviral HEp-2 0.5%, Siah-1 displacement 4% and AID2073 -7%.
CCc1nnc(NC(=O)CSc2nc3c(C)cccc3[nH]2)s1 was read as NS5 inhibitors 1%, LYP inhibition 2%, Large T inhibition 11%, HIV fusion peptide 1.5%, MgcRacGAP inhibition 4%, RSV antiviral HEp-2 1.4%, XIAP antagonists -4.3%, Siah-1 displacement -3% and AID2073 0%.
For Cc1ccc(CNC(=O)CCc2nc3ccccc3c(=O)[nH]2)cc1 the results were NS5 inhibitors -6%, LYP inhibition -6%, Large T inhibition 2%, HIV fusion peptide -2.9%, MgcRacGAP inhibition 4%, RSV antiviral HEp-2 2.7%, XIAP antagonists -20%, Siah-1 displacement -4% and AID2073 -4%.
Screening CC1CN(C(=S)Nc2ccccc2)CC(C)O1 (configuration not stated) returned NS5 inhibitors -2%, LYP inhibition -9%, Large T inhibition 9%, HIV fusion peptide -2.8%, MgcRacGAP inhibition 6%, RSV antiviral HEp-2 1.1%, Siah-1 displacement 1% and AID2073 -22%.
O=C(NC1CCCC1)C(c1ccc(F)cc1)N(Cc1ccccc1)C(=O)c1csnn1 (configuration not stated) was read as NS5 inhibitors -8%, LYP inhibition -4%, Large T inhibition 5%, HIV fusion peptide 1.1%, MgcRacGAP inhibition 4%, RSV antiviral HEp-2 0.7%, Siah-1 displacement 6% and AID2073 5%.
O=C1[C@@H]2C(c3cccnc3)=NO[C@@H]2C(=O)N1c1ccc2ccccc2c1 was read as NS5 inhibitors -8%, LYP inhibition 3%, Large T inhibition 17%, HIV fusion peptide 1.4%, MgcRacGAP inhibition -1%, Siah-1 displacement 2% and AID2073 -1%.
Screening C[C@H](NC(=O)Nc1ccccc1F)C(=O)O returned NS5 inhibitors 3%, LYP inhibition 1%, Large T inhibition 7%, HIV fusion peptide 1.0%, MgcRacGAP inhibition 0%, RSV antiviral HEp-2 -1.2%, XIAP antagonists -5.3%, Siah-1 displacement -4% and AID2073 -1%.
`O=C1c2cccnc2C(=O)N1Cc1cccs1` gave NS5 inhibitors -5%, LYP inhibition -4%, Large T inhibition 2%, HIV fusion peptide -5.1%, MgcRacGAP inhibition -6%, RSV antiviral HEp-2 2.0%, XIAP antagonists -7.7%, Siah-1 displacement -1% and AID2073 -5%.

The closing three compounds of the section above lead into the next.
O=C1[C@@H]2C(c3cccnc3)=NO[C@@H]2C(=O)N1c1ccc2ccccc2c1 was read as NS5 inhibitors -8%, LYP inhibition 3%, Large T inhibition 17%, HIV fusion peptide 1.4%, MgcRacGAP inhibition -1%, Siah-1 displacement 2% and AID2073 -1%.
Screening C[C@H](NC(=O)Nc1ccccc1F)C(=O)O returned NS5 inhibitors 3%, LYP inhibition 1%, Large T inhibition 7%, HIV fusion peptide 1.0%, MgcRacGAP inhibition 0%, RSV antiviral HEp-2 -1.2%, XIAP antagonists -5.3%, Siah-1 displacement -4% and AID2073 -1%.
`O=C1c2cccnc2C(=O)N1Cc1cccs1` gave NS5 inhibitors -5%, LYP inhibition -4%, Large T inhibition 2%, HIV fusion peptide -5.1%, MgcRacGAP inhibition -6%, RSV antiviral HEp-2 2.0%, XIAP antagonists -7.7%, Siah-1 displacement -1% and AID2073 -5%.
For O=C(CCCc1nc(-c2ccccc2Cl)no1)NCc1cccnc1 the results were NS5 inhibitors -4%, LYP inhibition -4%, Large T inhibition -2%, HIV fusion peptide -1.7%, MgcRacGAP inhibition 4%, RSV antiviral HEp-2 4.2%, XIAP antagonists -0.4%, Siah-1 displacement -3% and AID2073 8%.
For COc1ccccc1Nc1nc(N2CCCC2)nc(N2CCOCC2)n1 the results were NS5 inhibitors -3%, Large T inhibition 7%, MgcRacGAP inhibition 11% and RSV antiviral HEp-2 9.3%.
Screening CN(C)CCCOc1nn(Cc2ccccc2)c2ccccc12 returned NS5 inhibitors 3%, LYP inhibition -12%, Large T inhibition 9%, HIV fusion peptide 0.0%, MgcRacGAP inhibition 7%, RSV antiviral HEp-2 0.6%, Siah-1 displacement -3% and AID2073 7%.
Screening Cc1ccccc1-n1c(-c2ccc(=O)[nH]n2)n[nH]c1=S returned NS5 inhibitors -3%, LYP inhibition -4%, HIV fusion peptide 0.0%, MgcRacGAP inhibition 8%, RSV antiviral HEp-2 -1.1%, XIAP antagonists -4.3%, Siah-1 displacement 5% and AID2073 -6%.
`CCSc1ncc(Cl)c(C(=O)Nc2ccccc2)n1` gave NS5 inhibitors -3%, LYP inhibition 3%, Large T inhibition -1%, HIV fusion peptide 1.2%, MgcRacGAP inhibition -7%, RSV antiviral HEp-2 5.1%, XIAP antagonists -0.3%, Siah-1 displacement 2% and AID2073 -1%.
For Cn1c(C(=O)N2CCN(c3ncccn3)CC2)cc2c(=O)n(C)c3ccccc3c21 the results were NS5 inhibitors -3%, LYP inhibition -4%, Large T inhibition 7%, HIV fusion peptide 0.5%, MgcRacGAP inhibition 8%, RSV antiviral HEp-2 0.2%, XIAP antagonists -0.2%, Siah-1 displacement 2% and AID2073 -4%.
For CCOc1ccc2nc(-c3ccc(OC)c(OC)c3)cc(C(=O)O)c2c1 the results were NS5 inhibitors 14%, LYP inhibition 4%, Large T inhibition 7%, HIV fusion peptide 5.7%, MgcRacGAP inhibition 11%, RSV antiviral HEp-2 1.3%, XIAP antagonists -1.4%, Siah-1 displacement -3% and AID2073 18%.
`O=C(O)C1CCCCC1C(=O)NC(c1ccccc1)c1ccccc1` (configuration not stated) gave NS5 inhibitors -3%, LYP inhibition -5%, Large T inhibition 10%, HIV fusion peptide -0.1%, MgcRacGAP inhibition 10%, RSV antiviral HEp-2 -0.3%, Siah-1 displacement -3% and AID2073 -2%.
For COc1ccc(Oc2nc(-c3ccccn3)ncc2OC)cc1 the results were NS5 inhibitors -5%, LYP inhibition -3%, Large T inhibition 0%, HIV fusion peptide -2.2%, MgcRacGAP inhibition 8%, RSV antiviral HEp-2 -1.1%, XIAP antagonists -11%, Siah-1 displacement -7% and AID2073 -12%.
Screening Cc1nccn1CCc1n[nH]c(=S)n1Cc1ccccc1 returned NS5 inhibitors -8%, LYP inhibition 1%, Large T inhibition 21%, HIV fusion peptide -0.3%, MgcRacGAP inhibition 7%, RSV antiviral HEp-2 0.5%, XIAP antagonists -4.8%, Siah-1 displacement 1% and AID2073 -10%.
O=C(CNc1ccccc1Cl)N/N=C1\CCCc2ccccc21 was read as NS5 inhibitors -15%, LYP inhibition -3%, Large T inhibition 4%, HIV fusion peptide 0.6%, MgcRacGAP inhibition 4%, RSV antiviral HEp-2 2.2%, XIAP antagonists -3.5%, Siah-1 displacement 10% and AID2073 30%.
Screening COc1cccc(C(=O)NCC(=O)N/N=C/c2ccc(OC(=O)c3cccs3)c(OC)c2)c1 returned NS5 inhibitors -9%, LYP inhibition 3%, Large T inhibition -52%, HIV fusion peptide -1.4%, MgcRacGAP inhibition 8%, RSV antiviral HEp-2 0.8%, XIAP antagonists -4.3%, Siah-1 displacement 0% and AID2073 -1%.
CCC1CCCCN1C(=O)c1noc(C(C)C)c1[N+](=O)[O-] (configuration not stated) was read as NS5 inhibitors -3%, LYP inhibition -9%, Large T inhibition 4%, HIV fusion peptide 3.2%, MgcRacGAP inhibition -3%, RSV antiviral HEp-2 0.9%, XIAP antagonists 0.5%, Siah-1 displacement 1% and AID2073 -2%.
Screening Cc1ccc(SCc2cc(=O)[nH]c(N3CCCCC3)n2)cc1 returned NS5 inhibitors -1%, LYP inhibition -2%, Large T inhibition 0%, HIV fusion peptide 0.7%, MgcRacGAP inhibition 9%, RSV antiviral HEp-2 -1.0%, XIAP antagonists -5.1%, Siah-1 displacement 4% and AID2073 2%.
